Mtb BioA inh = M. tuberculosis BioA enzyme inhibitors, primary screen, biochemical, plate reader, single point, HTS; 360,000 tested, 0.096% active; purified M. tuberculosis BioA enzyme; 7,8-diaminopelargonic acid synthase BioA (Mycobacterium tuberculosis); inhibition, % at 9.99 µM; in the data active = inhibition above about 40%
An asterisk follows results filed as active.

SMILES	Mtb BioA inh
Cc1ccc(S(=O)(=O)Nc2ccc3c(c2)C(=O)N([C@@H](C)CO)C[C@@H](C)[C@H](CN(C)C(=O)Cc2ccccc2)OCCCC[C@H](C)O3)cc1	-0.7
C[C@@H]1CN([C@H](C)CO)C(=O)c2cccc(NC(=O)C3CCOCC3)c2O[C@@H]1CN(C)S(=O)(=O)c1cn(C)cn1	1.5
C[C@@H]1CCCCO[C@@H](CN(C)CC2CCCCC2)[C@@H](C)CN([C@@H](C)CO)C(=O)c2cc(NS(=O)(=O)c3ccc(Cl)cc3)ccc2O1	0.8
O=C(NCC[C@@H]1CC[C@@H](NC(=O)c2cnccn2)[C@@H](CO)O1)c1ccc2c(c1)OCO2	-0.6
CCCN(C)C[C@@H]1OCCCC[C@@H](C)Oc2ccc(NS(=O)(=O)c3cn(C)cn3)cc2C(=O)N([C@@H](C)CO)C[C@@H]1C	9.5
COc1ccc(-c2ccc3c(c2)O[C@@H](CN(C)C(C)=O)[C@@H](C)CN([C@H](C)CO)S3(=O)=O)cc1	1.1
CC(C)NC(=O)N(C)C[C@H]1Oc2ccc(NC(=O)Nc3ccc(C(F)(F)F)cc3)cc2CC(=O)N([C@H](C)CO)C[C@H]1C	1.2
O=C1CC[C@@H]2c3[nH]c4ccc(Br)cc4c3CCN12	-0.9
C[C@H](NC(=O)C[C@H]1C[C@@H]2c3cc(NC(=O)CC4CC4)ccc3O[C@@H]2[C@H](CO)O1)c1ccccc1	1.4
C[C@H](CO)N1C[C@H](C)[C@H](CN(C)Cc2ccccn2)Oc2cc(-c3ccccc3)ccc2S1(=O)=O	2.3
COc1ccc(-c2cnc3c(c2)C(=O)N([C@@H](C)CO)C[C@H](C)[C@@H](CN(C)S(C)(=O)=O)O3)cc1	3.4
CO[C@@H]1CN(C)C(=O)c2ccc(NC(=O)C3CCOCC3)cc2OC[C@@H](C)N(C(C)=O)C[C@H]1C	0.3
COCC#Cc1cnc2c(c1)C(=O)N([C@H](C)CO)C[C@@H](C)[C@H](CN(C)C(=O)c1cccnc1)O2	-0.3
Cc1noc(C)c1S(=O)(=O)Nc1ccc2c(c1)C(=O)N([C@@H](C)CO)C[C@@H](C)[C@H](CN(C)Cc1ccc(Oc3ccccc3)cc1)O2	0.5
COc1ccc(NC(=O)Nc2ccc3c(c2)[C@H]2C[C@@H](CC(=O)NC4CCCCC4)O[C@@H](CO)[C@H]2O3)cc1	-0.5
O=C(C[C@H]1CC[C@H](NC(=O)c2cnccn2)[C@H](CO)O1)NCc1ccccc1F	-1.6
CO[C@@H]1CN(C)C(=O)c2ccc(NC(=O)Nc3cc(F)ccc3F)cc2OC[C@@H](C)NC[C@@H]1C	2.5
Cc1noc(C)c1NC(=O)N(C)C[C@@H]1Oc2ccc(NC(=O)Nc3cccc4ccccc34)cc2C(=O)N([C@H](C)CO)C[C@H]1C	3.9
CCCNC(=O)N1C[C@H](O)COC[C@@H]2O[C@H](CC(=O)N3CCOCC3)CC[C@H]21	1.4
O=C(C[C@H]1C[C@H]2c3cc(NC(=O)CC4CC4)ccc3O[C@H]2[C@H](CO)O1)NCc1ccc(-c2ccccc2)cc1	-3.0
COc1ccccc1S(=O)(=O)N[C@H]1CC[C@H](CC(=O)N2CCOCC2)O[C@@H]1CO	-1.2
CCOC(=O)[C@@H]1[C@@H]2NC(=O)N(C)[C@@]1(C)Oc1ccccc12	-2.3
C[C@@H]1CN([C@H](C)CO)C(=O)c2cc(N(C)C)ccc2O[C@@H](C)CCCCO[C@@H]1CN(C)Cc1ccc2c(c1)OCO2	0.7
O=C(c1cccc(F)c1)N1C[C@H]2[C@@H](c3ccccc31)[C@@H](CO)N2C(=O)c1ccc(F)cc1	-4.3
Cc1noc(C)c1S(=O)(=O)N(C)C[C@@H]1OCc2ccccc2-c2c(n(C)c3ccccc23)C(=O)N([C@@H](C)CO)C[C@H]1C	-0.9
C[C@H]1CN([C@@H](C)CO)C(=O)c2cc(NC(=O)Nc3ccc(F)cc3)ccc2O[C@H]1CN(C)Cc1ccc(-c2ccccc2)cc1	-2.7
CCC(=O)Nc1ccc2c(c1)C(=O)N(C)C[C@H](OC)[C@H](C)CN(Cc1cccnc1)[C@H](C)CO2	-3.7
Cc1noc(C)c1S(=O)(=O)Nc1ccc2c(c1)CC(=O)N([C@H](C)CO)C[C@H](C)[C@@H](CN(C)S(=O)(=O)c1ccc(F)cc1)O2	-4.3
CN(C)C(=O)c1cccc(-c2ccc([C@H]3[C@H](CO)N4CCCCN(CC5CCOCC5)C[C@@H]34)cc2)c1	19.7
Cc1ccc(S(=O)(=O)NCC[C@H]2CC[C@@H](NC(=O)NC(C)C)[C@H](CO)O2)cc1	1.5
Cc1noc(C)c1NC(=O)N(C)C[C@@H]1Oc2ccc(NC(=O)CCCN(C)C)cc2C(=O)N([C@@H](C)CO)C[C@H]1C	-1.9
COc1ccc(NC(=O)N(C)C[C@@H]2Oc3ccc(NC(=O)Cc4ccccc4)cc3C(=O)N([C@@H](C)CO)C[C@@H]2C)cc1	0.4
C/C=C/c1ccc2c(c1)O[C@H](CN(C)C(=O)Nc1ccc(C(F)(F)F)cc1)[C@H](C)CN([C@@H](C)CO)S2(=O)=O	-0.6
O=C(NC1CCC1)[C@H]1[C@H](CO)[C@H]2Cn3c(ccc(-c4ccccc4)c3=O)[C@@H]1N2Cc1cocn1	0.3
O=C(C[C@H]1C[C@H]2c3cc(NC(=O)NC4CCCC4)ccc3O[C@H]2[C@@H](CO)O1)NCc1ccc(Cl)cc1	-0.1
O=C(C[C@@H]1CC[C@H]2[C@@H](COC[C@@H](O)CN2S(=O)(=O)c2ccccc2F)O1)NCc1ccccc1Cl	9.0
Cc1ccc(S(=O)(=O)Nc2ccc3c(c2)C(=O)N([C@@H](C)CO)C[C@@H](C)[C@H](CN(C)S(=O)(=O)c2ccccc2)OCCCC[C@H](C)O3)cc1	-1.7
N#C[C@@H]1N[C@@H](CO)[C@@H]1c1ccc(C2=CCCC2)cc1	-4.9
C[C@@H]1CN([C@@H](C)CO)C(=O)c2cccc(NC(=O)Nc3ccc(F)cc3)c2O[C@@H]1CN(C)C	-0.8
CCCNC(=O)Nc1ccc2c(c1)C(=O)N(C)C[C@@H](OC)[C@@H](C)CN(Cc1ccncc1)[C@@H](C)CO2	0.8
COc1ccc(S(=O)(=O)N2C[C@@H](O)COC[C@H]3O[C@@H](CC(=O)N[C@H]4CCN(Cc5ccccc5)C4)CC[C@@H]32)cc1	1.0
O=C(CC1CC1)Nc1ccc2c(c1)[C@H]1C[C@@H](CC(=O)NC3CCCC3)O[C@@H](CO)[C@H]1O2	-1.6
CN1CCN(C(=O)C2=C[C@@H](c3ccc4c(c3)OCO4)C[C@@H](OCCCCO)O2)CC1	0.4
C[C@@H]1CCCCO[C@H](CN(C)S(=O)(=O)c2cccs2)[C@@H](C)CN([C@@H](C)CO)C(=O)c2cc(NS(=O)(=O)c3cn(C)cn3)ccc2O1	-0.2
CCCNC(=O)C[C@H]1C[C@@H]2c3cc(NC(=O)CC4CC4)ccc3O[C@@H]2[C@H](CO)O1	-0.1
C[C@@H](O)C#Cc1ccc([C@H]2[C@H](CO)N3CCCCN(C(=O)c4ccc5c(c4)OCO5)C[C@@H]23)cc1	-1.1
CN(C)CCCNC(=O)C[C@@H]1CC[C@H]2[C@@H](COC[C@@H](O)CN2Cc2ccc(Cl)c(Cl)c2)O1	0.8
CCCN(C)C[C@H]1Oc2cc(C#Cc3cccnc3)ccc2S(=O)(=O)N([C@H](C)CO)C[C@@H]1C	4.1
Cc1noc(C)c1S(=O)(=O)N(C)C[C@@H]1Oc2c(NC(=O)c3ccc(-c4nccs4)cc3)cccc2C(=O)N([C@@H](C)CO)C[C@H]1C	-3.9
O=C(C[C@@H]1CC[C@@H]2[C@H](COC[C@H](O)CN2C(=O)c2ccc(F)cc2)O1)NC1Cc2ccccc2C1	1.9
Cc1ccc(S(=O)(=O)N(C)C[C@@H]2OCCCC[C@H](C)Oc3ccc(NS(=O)(=O)c4cccs4)cc3C(=O)N([C@@H](C)CO)C[C@@H]2C)cc1	-5.5
COc1ccc(-c2cnc3c(c2)C(=O)N([C@@H](C)CO)C[C@@H](C)[C@@H](CN(C)S(C)(=O)=O)O3)cc1	-0.8
CCCN(C)C[C@H]1OCCCC[C@H](C)Oc2ccc(NC(=O)NC3CCCCC3)cc2C(=O)N([C@@H](C)CO)C[C@H]1C	-0.5
COc1ccc(S(=O)(=O)N(C)C[C@@H]2Oc3ccc(NS(C)(=O)=O)cc3C(=O)N([C@@H](C)CO)C[C@@H]2C)cc1	1.4
C[C@H](CO)N1C[C@H](C)[C@@H](CN(C)C(=O)C2CCCCC2)Oc2ncc(-c3cccc(C#N)c3)cc2C1=O	2.1
CN1C(=O)N[C@@H]2c3ccccc3O[C@@]1(C)[C@@H]2COC(=O)c1ccccc1	-0.8
C[C@@H]1CN([C@@H](C)CO)C(=O)c2cc(NC(=O)Nc3ccc(C(F)(F)F)cc3)ccc2O[C@@H](C)CCCCO[C@H]1CN(C)C(=O)Cc1ccccc1	0.6
CCCC(=O)Nc1ccc2c(c1)OC[C@H](C)N(CCC(F)(F)F)C[C@@H](C)[C@H](OC)CN(C)C2=O	0.5
COc1ccc(NC(=O)N(C)C[C@H]2OCc3ccccc3-c3c(n(C)c4ccccc34)C(=O)N([C@@H](C)CO)C[C@@H]2C)c(OC)c1	1.2
C[C@@H]1CN([C@H](C)CO)C(=O)c2cc(C3=CCCCC3)cnc2O[C@@H]1CN(C)Cc1ccccc1F	-1.3

12 successive compounds from above, quoted:
SMILES	Mtb BioA inh
COc1ccc(S(=O)(=O)N2C[C@@H](O)COC[C@H]3O[C@@H](CC(=O)N[C@H]4CCN(Cc5ccccc5)C4)CC[C@@H]32)cc1	1.0
O=C(CC1CC1)Nc1ccc2c(c1)[C@H]1C[C@@H](CC(=O)NC3CCCC3)O[C@@H](CO)[C@H]1O2	-1.6
CN1CCN(C(=O)C2=C[C@@H](c3ccc4c(c3)OCO4)C[C@@H](OCCCCO)O2)CC1	0.4
C[C@@H]1CCCCO[C@H](CN(C)S(=O)(=O)c2cccs2)[C@@H](C)CN([C@@H](C)CO)C(=O)c2cc(NS(=O)(=O)c3cn(C)cn3)ccc2O1	-0.2
CCCNC(=O)C[C@H]1C[C@@H]2c3cc(NC(=O)CC4CC4)ccc3O[C@@H]2[C@H](CO)O1	-0.1
C[C@@H](O)C#Cc1ccc([C@H]2[C@H](CO)N3CCCCN(C(=O)c4ccc5c(c4)OCO5)C[C@@H]23)cc1	-1.1
CN(C)CCCNC(=O)C[C@@H]1CC[C@H]2[C@@H](COC[C@@H](O)CN2Cc2ccc(Cl)c(Cl)c2)O1	0.8
CCCN(C)C[C@H]1Oc2cc(C#Cc3cccnc3)ccc2S(=O)(=O)N([C@H](C)CO)C[C@@H]1C	4.1
Cc1noc(C)c1S(=O)(=O)N(C)C[C@@H]1Oc2c(NC(=O)c3ccc(-c4nccs4)cc3)cccc2C(=O)N([C@@H](C)CO)C[C@H]1C	-3.9
O=C(C[C@@H]1CC[C@@H]2[C@H](COC[C@H](O)CN2C(=O)c2ccc(F)cc2)O1)NC1Cc2ccccc2C1	1.9
Cc1ccc(S(=O)(=O)N(C)C[C@@H]2OCCCC[C@H](C)Oc3ccc(NS(=O)(=O)c4cccs4)cc3C(=O)N([C@@H](C)CO)C[C@@H]2C)cc1	-5.5
COc1ccc(-c2cnc3c(c2)C(=O)N([C@@H](C)CO)C[C@@H](C)[C@@H](CN(C)S(C)(=O)=O)O3)cc1	-0.8

(continued)
SMILES	Mtb BioA inh
CC(C)NC(=O)N1CCCCN2[C@H](CO)[C@@H](c3ccc(C#Cc4ccccc4F)cc3)[C@H]2C1	3.4
O=C(NCCc1ccccc1)[C@H]1N[C@H]2c3ccc(-c4ccccc4)c(=O)n3C[C@H]2[C@@H]1CO	3.2
CC(C)NC(=O)Nc1ccc2c(c1)C(=O)N([C@H](C)CO)C[C@H](C)[C@@H](CN(C)C)OCCCC[C@@H](C)O2	-0.4
CNC(=O)C[C@@H]1CC[C@H]2[C@@H](COC[C@@H](O)CN2C(=O)c2ccc3c(c2)OCO3)O1	-0.1
CC(C)NC(=O)Nc1ccc2c(c1)C(=O)N(C)[C@H]1CC[C@H](CC(=O)Nc3ccccc3)O[C@H]1CO2	8.1
COc1ccc(S(=O)(=O)N(C)C[C@H]2Oc3ccc(NC(=O)Nc4ccc(F)cc4)cc3C(=O)N([C@@H](C)CO)C[C@@H]2C)cc1	1.9
CC(=O)N1[C@@H]2c3ccc(C4=CCCCC4)c(=O)n3C[C@@H]2[C@@H](CO)[C@@H]1C(=O)N1CCCCC1	-0.4
C[C@H](CO)N1C[C@H](C)[C@H](CN(C)Cc2cccnc2)Oc2ncc(C#Cc3cccnc3)cc2C1=O	11.4
CC(=O)N1[C@H](CN(C(=O)c2ccc(F)cc2)C(C)C)[C@@H](c2ccccc2)[C@@H]1CO	2.7
CO[C@@H]1CN(C)C(=O)c2ccc(NC(=O)c3cnccn3)cc2OC[C@H](C)N(C(=O)C2CC2)C[C@H]1C	2.9
CCCN(C)C[C@@H]1Oc2ncc(-c3cccc(C#N)c3)cc2C(=O)N([C@@H](C)CO)C[C@H]1C	-1.7
O=C(Cc1ccccc1)N[C@@H]1C=C[C@H](CC(=O)N2CCOCC2)O[C@@H]1CO	-3.8
C[C@@H]1CCCCO[C@@H](CN(C)C(=O)CCCN(C)C)[C@H](C)CN([C@H](C)CO)C(=O)c2cc(NC(=O)Nc3cccc4ccccc34)ccc2O1	1.9
C[C@@H]1CCCCO[C@H](CN(C)Cc2ccc(C(F)(F)F)cc2)[C@H](C)CN([C@@H](C)CO)C(=O)c2cc(NC(=O)Nc3ccc(C(F)(F)F)cc3)ccc2O1	-2.4
C[C@@H]1CN([C@@H](C)CO)C(=O)c2cccc(NC(=O)Nc3ccc4c(c3)OCO4)c2O[C@H]1CN(C)Cc1ccc(Cl)c(Cl)c1	0.3
CCCNC(=O)N1[C@H](CO)[C@@H]2c3ccccc3N(C(=O)Nc3cccc(F)c3)C[C@@H]21	-0.4
C[C@@H]1CCCCO[C@H](CN(C)CC2CCCCC2)[C@H](C)CN([C@@H](C)CO)C(=O)c2cc(NC(=O)Nc3cccc4ccccc34)ccc2O1	-4.8
COc1cccc(CN(C)C[C@@H]2OCc3ccccc3-c3ccccc3C(=O)N([C@@H](C)CO)C[C@@H]2C)c1	1.3
O=C(NC1CCC1)[C@H]1[C@H](CO)[C@H]2Cn3c(ccc(-c4cncnc4)c3=O)[C@H]2N1C(=O)NC1CCCC1	-0.9

High-throughput results from PubChem.

The list is partial. The share of hits here may be higher or lower than overall.
